# Anthrax LF inh2 = Bacillus anthracis LF protease inhibitors, primary screen, biochemical, multiplex microsphere, MLPCN library; hit rate 0.12% among 360,000; multiplex microsphere protease cleavage assay; Lethal factor (Bacillus anthracis), P15917; inhibition, % at 10 µM; AID 588501, 2011; note: plate controls were buffer without enzyme for full effect and enzyme alone for no effect
# Target sequence (P15917 whole entry, looked up): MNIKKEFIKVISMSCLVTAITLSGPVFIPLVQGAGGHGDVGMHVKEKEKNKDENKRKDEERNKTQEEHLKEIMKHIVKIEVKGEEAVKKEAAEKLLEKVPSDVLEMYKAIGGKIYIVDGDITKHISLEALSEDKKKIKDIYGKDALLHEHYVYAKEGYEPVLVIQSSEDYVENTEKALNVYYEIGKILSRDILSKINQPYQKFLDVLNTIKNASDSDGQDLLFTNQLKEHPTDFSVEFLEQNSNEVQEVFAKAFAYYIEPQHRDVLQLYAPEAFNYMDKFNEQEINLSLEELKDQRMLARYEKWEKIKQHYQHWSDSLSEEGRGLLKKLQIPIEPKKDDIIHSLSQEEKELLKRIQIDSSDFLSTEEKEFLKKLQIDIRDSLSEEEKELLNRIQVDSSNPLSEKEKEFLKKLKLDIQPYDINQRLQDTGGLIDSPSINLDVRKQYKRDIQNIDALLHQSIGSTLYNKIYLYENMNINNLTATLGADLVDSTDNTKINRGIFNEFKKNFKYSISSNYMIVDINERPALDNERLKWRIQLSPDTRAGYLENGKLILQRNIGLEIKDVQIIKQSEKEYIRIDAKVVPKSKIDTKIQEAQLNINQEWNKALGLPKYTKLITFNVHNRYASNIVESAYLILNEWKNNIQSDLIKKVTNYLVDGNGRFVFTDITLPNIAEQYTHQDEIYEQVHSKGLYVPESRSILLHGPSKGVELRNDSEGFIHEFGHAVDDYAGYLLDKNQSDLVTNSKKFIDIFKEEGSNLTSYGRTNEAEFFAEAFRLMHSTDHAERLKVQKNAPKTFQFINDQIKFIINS
# TcdB inh = TcdB glycohydrolase inhibitors, primary screen, biochemical, single point, plate reader | Toxin B (Clostridioides difficile), P18177 | TcdB glycohydrolase enzymatic assay | inhibition, % at 9.99 µM | hit rate 0.24% among 350,000 | AID 652162, 2013; in the data active = inhibition above about 10%
# PfHsp40 yeast = rescue of yeast from PfHsp40 toxicity, primary screen, S. cerevisiae, ATP luminescence; growth rescue, % at 12.5 µM; AID 504582, 2011; S. cerevisiae expressing PfHsp40, growth rescue; hit rate 0.68% among 340,000; in the data active = growth rescue above about 28%, passing the limit was not always enough; inconclusive = no clear call, values can overlap the other calls;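 note: yeast W303a lacking pdr1 and pdr3 grown in galactose medium; growth measured after three days at 30 °C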
# Y pestis TopoI = Yersinia pestis topoisomerase I inhibitors, primary screen, biochemical, cleavage product accumulation, plate reader, single point; Y. pestis Topo-I cleavage product accumulation; activity, % at 10 µM; hit rate 0.064% among 360,000; AID 504884, 2011; in the data active = activity above about 50%, passing the limit was not always enough; inconclusive = no clear call, values can overlap the other calls; note: inactives centre near 2
# BH1578 lux ind = inducers of Vibrio cholerae quorum light production without autoinducers, primary screen, BH1578 luxS cqsA deficient, single point; V. cholerae BH1578 lux reporter, luminescence, 6 h; activation, % at 18.7 µM; hit rate 0.16% among 350,000; AID 588436, 2011; in the data active = activation mostly above about 9.7%, no sharp cut-off; inconclusive = no clear call, values can overlap the other calls; inactive = mostly below about 3.7%; note: not every result past the cut was called active; inactives centre near 0; reference of the scale not given here
# BoNT-A LC inh2 = BoNT/A light chain protease inhibitors, primary screen, biochemical, flow cytometry, MLPCN library | Botulinum neurotoxin type A light chain protease (Clostridium botulinum A str. ATCC 3502) | multiplex microsphere protease substrate cleavage | inhibition, % at 10 µM | hit rate 0.17% among 360,000 | AID 588499, 2011; note: plate controls were buffer without enzyme for full effect and enzyme alone for no effect
# PrPC surface inh = inhibitors of human cell surface prion protein PrPC, primary screen, cell-based, TR-FRET; Major prion protein (Homo sapiens), P04156; TR-FRET read-out; inhibition, % at 13.8 µM; hit rate 0.43% among 370,000; in the data active = inhibition above about 24%; note: 0% = median of the test wells and 100% = reference compound wells
# PriA SSB inh = inhibitors of Klebsiella pneumoniae PriA binding to SSB C-terminal tail, primary screen, biochemical, AlphaScreen; PriA–SSB C-terminal tail interaction (Klebsiella pneumoniae); AlphaScreen SSBct-PriA binding, biotinylated peptide; inhibition, % at 33 µM; hit rate 0.6% among 430,000; AID 1272365, 2023; in the data active = inhibition mostly above about 37%, no sharp cut-off; inactive = mostly below about 20%;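 note: plate controls were negative control peptide for no effect and reference peptide for full effect; strong numbers were not always called active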
# 3CLpro inhibitor = SARS-CoV 3CLpro protease inhibitors, primary screen, biochemical, quenched FRET; Replicase polyprotein 1ab (Severe acute respiratory syndrome coronavirus), P0C6X7; recombinant SARS-CoV 3CLpro, quenched FRET peptide cleavage; inhibition, % at 6 µM; hit rate 0.14% among 290,000; AID 1706, 2009; in the data active = inhibition above about 12%
# * marks the source's active call; other numbers are inactive results; i = inactive; ? = inconclusive; . = no result given; & = joins results of further samples. Cut-off read from the data, not from the text of the source, unless noted: active = inhibition above about 30%; inconclusive = no clear call, values can overlap the other calls; inactive = below that.
SMILES,Anthrax LF inh2,TcdB inh,PfHsp40 yeast,Y pestis TopoI,BH1578 lux ind,BoNT-A LC inh2,PrPC surface inh,PriA SSB inh,3CLpro inhibitor
O=C(Nc1cc(Cl)cc(Cl)c1)N1Cc2ccccc2-n2nncc2C1,-3.2,2.0,.,7.7,-1.0,-0.1,-2.1,.,.
O=S(=O)(NCCCCCNS(=O)(=O)c1ccc(F)cc1)c1ccc(F)cc1,0.7,.,2.1,-3.7,1.7,-0.2,3.9,-9.8,0.6
CCC(CO)Oc1cc(NCc2ccccn2)c2ncn(C(C)C)c2c1 (stereo unspecified),-0.9,-1.9,0.7,0.2,-5.0,-0.2,-0.9,14.6,.
O=C(O)/C=C/c1cnc2ccccc2n1,-1.8,1.0,-0.1,-8.3,0.1,0.7,-3.0,-8.0,-1.8
Cc1ccc(CSCC(=O)N/N=C/c2cccc(OC3CSC3)c2)cc1,-0.6,1.5,-1.6,-2.5,1.6,-0.2,-0.8,.,-1.9
COc1ccc(N2CCN(CCNC(=O)c3nnc(Cc4c(F)cccc4Cl)o3)CC2)cc1,-0.4,.,-0.2,8.6,-1.7,-1.8,-1.5,-20.8,-2.4
CCN(CC)S(=O)(=O)c1cccc(NC(=O)C(=O)c2c(-c3ccccc3)cc3ccccn23)c1,-7.9,.,1.7,-3.2,-0.5,-1.3,-7.3,-3.9,8.6
Cc1ccc[n+](CC(=O)N2CCCc3ccccc32)c1,-0.1,0.2,1.3,2.0,-0.6,-0.6,-8.3,-7.8,2.8
CCc1cc2c(SCC(=O)N3CCN(C(=O)c4cccs4)CC3)ncnc2s1,-13.0,0.8,.,9.3,-0.8,-0.1,-6.2,.,.
CCn1nc([N+](=O)[O-])c(C(C#N)c2nc3cc(C(F)(F)F)ccc3s2)c(Cl)c1=O (stereo unspecified),-3.3,.,3.4,-11.3,-0.2,2.1,-30.8,73.3*,3.8
CCOC(=O)c1[nH]c2ccc(Br)cc2c1NC(=O)CCN1CCCC(C)(C)C1,-4.5,-0.2,-0.9,-5.5,-3.4,-2.0,5.0,-16.6,-1.9
CCOC(=O)C1CCN(C(=O)Cn2nc(C)n3nc(-c4ccc(CC)cc4)cc3c2=O)CC1,0.8,1.3,-0.4,9.6,-5.9,1.0,-1.8,-10.7,4.2
COc1ccc(CC2CC(=O)N(c3ccc(C)cc3)C2=O)cc1 (stereo unspecified),-8.7,-0.7,-0.5,4.2,-0.2,1.5,-2.8,-3.9,-6.5
CNC(=S)N1CCN(C(=O)C2CCCO2)CC1 (stereo unspecified),-1.7,.,-0.9,3.4,-3.3,-1.2,-0.5,-13.6,6.7
Cc1c(C)n(Cc2ccc(F)cc2)c2ccc(C(=O)NCCN3CCOCC3)cc12,-3.2,-0.2,0.0,17.1,-0.5,0.8,-11.5,31.3,2.6
Cc1sc(NC(=O)Nc2ccccc2)c(C(N)=O)c1C,4.0,1.8,0.3,-2.4,0.3,-1.2,-4.2,22.0&14.0,-6.4
O=C(Nc1ccccc1)c1ccc(-n2cnnn2)cc1,-0.8,1.5,-0.5,3.3,-0.5,0.6,8.8,-16.9,-6.9
Cc1cc2cc(CN3C(=O)c4ccccc4C3=O)ccc2[nH]1,5.6,-6.2,0.0,1.5,i,8.6,5.1,-12.1,-3.9
COC(=O)CCCC1=CC2=CC(=O)C(C)(OC(=O)c3cccs3)C(=O)C2=CN1CC1CC1 (stereo unspecified),-0.7,-1.9,-1.8,-11.6,i,0.4,-12.5,8.7,.
Cn1c(CN2CCN(C(=O)c3ccc(F)cc3)CC2)nc2cc([N+](=O)[O-])ccc21,-0.8,0.8,0.4,-3.7,-0.3,0.4,-12.4,5.2,4.0

# By substructure, the entries above with a nitro group on carbon.
SMILES,Anthrax LF inh2,TcdB inh,PfHsp40 yeast,Y pestis TopoI,BH1578 lux ind,BoNT-A LC inh2,PrPC surface inh,PriA SSB inh,3CLpro inhibitor
CCn1nc([N+](=O)[O-])c(C(C#N)c2nc3cc(C(F)(F)F)ccc3s2)c(Cl)c1=O (stereo unspecified),-3.3,.,3.4,-11.3,-0.2,2.1,-30.8,73.3*,3.8
Cn1c(CN2CCN(C(=O)c3ccc(F)cc3)CC2)nc2cc([N+](=O)[O-])ccc21,-0.8,0.8,0.4,-3.7,-0.3,0.4,-12.4,5.2,4.0

# (more compounds)
SMILES,Anthrax LF inh2,TcdB inh,PfHsp40 yeast,Y pestis TopoI,BH1578 lux ind,BoNT-A LC inh2,PrPC surface inh,PriA SSB inh,3CLpro inhibitor
CCOc1ccc(C2=CC(c3ccccc3)n3ncnc3N2)cc1 (stereo unspecified),0.9,.,8.7,-5.7,i,0.0,.,-4.5,.
COc1ccccc1OCC(=O)NNC(=O)C1CCN(c2ncnc3sc(C)c(C)c23)CC1,0.3,2.1,1.3,20.2,0.4,0.1,12.8,-11.0,.
COCC(=O)Nc1ccc(Nc2ccccc2)cc1,-23.0,.,1.3,-0.2,i,1.1,-3.2,24.7,2.2
CNC(=S)N1N=C(c2ccc(Br)cc2)CC1c1ccc(N(C)C)cc1 (stereo unspecified),-2.2,-0.8,-0.4,-10.0,i,0.1,-5.2,9.8,-0.1
O=C(NCc1ccc(Cl)cc1)c1ccccc1CCc1ccccc1,-4.0,.,0.1,-3.3,-0.3,-1.5,-2.6,-4.8,5.2
c1ccc2c(c1)nc(Nc1ccc(N3CCCCC3)cc1)c1nncn12,-20.4,-8.2,1.3,-7.8,-0.5,-1.8,-3.6,47.7,-3.2
Cc1cccc(NCC(=O)N/N=C\c2ccc[nH]2)c1,-6.7,0.2,-0.7,0.6,i,?,4.6,.,4.6
COc1ccc(Cl)cc1C(=O)NNC(=S)NC(=O)c1cc(-c2ccccc2)nc2ccccc12,0.8,.,0.8,10.3,i,0.2,-1.9,-14.4,3.1
Cc1cc(N2C(=O)C3CC=CCC3C2=O)cc(C)c1Br (stereo unspecified),.,.,3.4,-1.6,i,.,3.7,-21.2,8.2
Cc1n[nH]c(=O)c2c(NC(=O)COC(=O)c3cccc(OC(F)F)c3)oc(C)c12,.,-0.1,-0.4,21.7,-0.8,.,-4.8,-9.4,.
COc1ccc(OCC(=O)NNC(=O)Nc2cccc(Cl)c2)cc1,3.6,0.4,-1.0,-9.5,i,-0.8,6.7,-6.5,-2.4
O=C(CCn1c(=O)oc2ccccc21)N1CCc2ccccc21,9.0,.,0.4,-4.3,-0.5,0.7,-3.8,-20.2,1.6
COc1cc(S(=O)(=O)N2CCN3CCCC3C2)ccc1-n1cnnn1 (stereo unspecified),-2.3,1.2,0.6,4.0,-0.5,-0.7,1.0,-0.7,-4.1
OC(CN1CCN(C(c2ccccc2)c2ccccc2)CC1)c1ccc(Br)cc1 (stereo unspecified),1.3,0.4,1.3,7.7,-0.6,0.6,-1.3,-6.7,-2.9
Cc1ccc(N=c2ssnc2Cl)cc1,-4.4,.,-1.0,5.3,i,0.2,2.6,3.5,1.1
Oc1ccc(Br)cc1C=Nc1ccc2[nH]ncc2c1,-0.9,0.7,-0.1,5.0,i,0.7,-13.5,-0.9,-1.5
CCCn1c(SCC(=O)NC(=O)Nc2ccc(C)cc2C)n[nH]c1=O,1.0,0.7,-0.6,6.0,-1.8,1.4,-0.1,0.7,0.2
Cc1cccc(C)c1NC(=O)c1sccc1SCC#N,-1.4,2.1,-0.9,5.4,i,0.8,-0.5,-2.8,7.5
O=C1c2ccccc2NC2(CCCC2)N1N=C1CCCC1,1.8,0.8,-0.6,6.4,i,0.5,0.0,4.1,1.5
O=c1c2ccccc2ncn1-c1ccccc1[N+](=O)[O-],.,-0.3,-0.5,1.7,-2.3,.,-11.8,-12.4,0.4
Cc1ccc(OCC(=O)N/N=C\c2c(C)[nH]n(-c3ccccc3)c2=O)c([N+](=O)[O-])c1,-1.7,0.2,154.8*,-10.3,-0.4,-1.5,-1.7,.,1.4
O=C(O)[C@@H]1C[C@H]1[C@@H](NP(=O)(c1ccccc1)c1ccccc1)c1ccccc1,5.2,-5.2,-1.1,-3.0,i,-0.1,3.1,-3.4,-2.6
CCCc1nnc(NC(=O)c2ccc(N3C(=O)C4C5C=CC(C5)C4C3=O)cc2)s1 (stereo unspecified),1.9,.,0.9,0.7,-1.7,1.2,2.3,3.9,0.0
CC1=NN(c2ccccc2)C(=O)C1c1ccccc1 (stereo unspecified),1.0,.,-0.2,-5.1,-0.4,-0.3,-3.9,-0.1,-1.2
CSc1nc2ccc(S(=O)(=O)N3CCCCC3)cc2s1,-3.3,.,-0.1,1.8,-0.3,-1.0,1.5,-8.0,0.2
CN(C)C(C)(C)/C=C/C(O)(c1ccccc1)c1ccccc1,4.7,-0.4,-0.4,5.5,-0.6,0.4,-8.2,0.1,-3.0
CCOc1cc(C(=S)N2CCOCC2)ccc1OC(=O)c1cccc(C)c1,-11.1,0.8,2.1,-17.9,i,1.2,-2.9,6.4,-0.4
O=C(Nc1ccccn1)[C@@H]1CCC(=O)N1C(=O)OCc1ccccc1,-2.2,.,-0.2,4.4,.,0.4,3.1,-5.3,-3.7
CCC(=O)N1CCc2cc(S(=O)(=O)N3CCCCC3CC)ccc21 (stereo unspecified),-3.0,0.2,-0.5,4.7,i,0.2,-2.6,-7.0,4.6
CC(C)C[C@@H](COc1ccccc1)N1CCN(CCc2ccccc2)CCC1=O,-7.1,1.9,-0.6,29.4,0.8,0.2,-5.6,0.1,-4.9
CN1CCC(N(C)S(=O)(=O)c2ccc(NC(=O)COc3ccc(Br)cc3Cl)cc2)CC1,-10.5,0.4,0.0,-26.2,-2.9,-0.3,-16.7,-1.8,.
O=C1CCCC(O)=C1N=Nc1ccc(Cl)c(Cl)c1,-1.2,0.6,1.3,-6.1,-0.5,0.8,-0.1,4.1,-1.4
CC(OC(=O)c1cc(=O)[nH]c2ccccc12)C(=O)NC1CCCC1 (stereo unspecified),-8.1,2.6,0.6,3.8,-0.6,0.2,-5.8,-8.7,.
O=C(CN1CCCCCC1=O)OCc1ncc(-c2ccccc2)o1,-4.2,.,-0.5,4.4,-2.9,0.2,3.0,-8.2,6.5
CCc1ccc(C(C)NC(=S)NC2CCCCC2)cc1 (stereo unspecified),-1.5,.,82.7*,8.5,-1.1,1.3,.,-30.3,1.3
O=C(Cc1ccsc1)N1CCN(S(=O)(=O)c2ccccc2F)CC1,-4.2,0.0,-1.9,1.7,i,-2.5,0.4,-7.3,.
OC1c2cc(Br)ccc2N=C2CCCN21 (stereo unspecified),-2.0,0.9,0.2,8.6,-1.6,0.9,8.1,6.7,-1.6
O=C(Nc1ccc(C(=O)N2CCCCC2)cc1)C1CCCC1,-5.5,0.1,-0.7,-6.1,-0.2,-0.1,2.9,-0.2,.
O=C(CN1C(=O)NC2(CCCCC2)C1=O)NCCc1ccc(Cl)cc1Cl,-2.9,-0.7,-0.3,-7.0,i,-0.7,6.5,-10.0,.
O=C1CCC(=O)N1c1ccccc1OS(=O)(=O)c1ccccc1,-0.2,-0.1,-0.5,8.2,-0.4,2.1,0.7,7.9,0.6
CC(C)c1ccc(N2C(=O)CC(Sc3ncn[nH]3)C2=O)cc1 (stereo unspecified),0.8,.,1.4,-1.4,-0.9,0.2,6.5,2.0,3.5

# Only part of the results is shown (hit frequency here may not be typical).
